Screening results deposited in PubChem by Sanford-Burnham Center for Chemical Genomics.
tim10-1 inh: inhibits growth of tim10-1 mutant yeast; inhibition, % at 20 µM; AID 463190; S. cerevisiae tim10-1 ts strain growth, BacTiter-Glo, 24 h; 330,000 tested, 2.2% active;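 active means inhibition of at least 40%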;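 further: mutant grown at 25 °C; 0% = DMSO wells with yeast and 100% = wells holding no yeast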
UPR XBP1 act: activators of adaptive arm of unfolded protein response (XBP1); CHO-XBP1 luciferase reporter, IRE1-XBP1 UPR activation, luminescence; percent of tunicamycin response, DMSO as zero; activation, % at 20 µM; 330,000 tested, 0.33% active; AID 463104;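 active means versus positive control, 20 µM dose yields 30% or more activation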;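 further: 100% = tunicamycin at 10 µg/mL and 0% = DMSO only wells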
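Material: CHO-XBP1 cells stably carrying IRE1-XBP1-driven luciferase reporter / Amount: 1000 cells per well / Compound: 20 µM, 1% DMSO / Times: 6 h treatment, 37 °C / Detection: luciferase luminescence / Measure: % activation of reporter signal versus tunicamycin and DMSO controls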
APJ agonist: APJ receptor agonism. P35414. CHO-K1 APJ PathHunter beta-arrestin, luminescence; 0% DMSO wells, 100% apelin. activation, % at 20 µM. 330,000 tested, 0.11% active. AID 2520;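 active means activation more than six SD over the plate average, tested at 20 µM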;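 further: 0% = DMSO alone and 100% = apelin-13 at 10 nM; some results filed as inactive read as strong as hits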
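Material: engineered CHO-K1 APJ arrestin reporter cells; amount: 1000 CHO-K1 reporter cells seeded per well; incubation: compound stimulation 90 min at 25 °C, detection 60 min; signal: luminescent beta-gal fragment complementation, chemiluminescent substrate; read-out basis: APJ agonist activity; controls: DMSO-only wells as negative, 10 nM Apelin-13 as positive control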
Mdm2-MdmX inh: inhibitors of human Mdm2/MdmX interaction; SaOS-2 split-luciferase Mdm2/MdmX complementation, luminescence; inhibition, % at 8 µM; O15151+Q00987; 330,000 tested, 3% active;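 active means inhibition of at least 50% at 8 µM in the primary screen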
Target sequence (O15151 whole entry, looked up): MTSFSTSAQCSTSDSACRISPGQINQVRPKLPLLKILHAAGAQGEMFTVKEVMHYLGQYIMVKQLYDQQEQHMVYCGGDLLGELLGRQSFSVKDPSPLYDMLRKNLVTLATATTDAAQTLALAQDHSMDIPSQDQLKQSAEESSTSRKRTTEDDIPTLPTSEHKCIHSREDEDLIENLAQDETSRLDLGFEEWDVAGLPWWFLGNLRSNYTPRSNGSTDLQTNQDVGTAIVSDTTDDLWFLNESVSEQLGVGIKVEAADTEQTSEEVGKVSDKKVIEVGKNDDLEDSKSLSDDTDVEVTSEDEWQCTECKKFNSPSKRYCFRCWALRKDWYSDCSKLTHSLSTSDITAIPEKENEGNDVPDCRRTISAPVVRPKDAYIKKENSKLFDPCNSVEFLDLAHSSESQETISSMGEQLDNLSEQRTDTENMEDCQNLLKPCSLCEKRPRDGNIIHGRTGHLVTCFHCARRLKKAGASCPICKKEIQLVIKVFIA
Target sequence (Q00987 whole entry, looked up): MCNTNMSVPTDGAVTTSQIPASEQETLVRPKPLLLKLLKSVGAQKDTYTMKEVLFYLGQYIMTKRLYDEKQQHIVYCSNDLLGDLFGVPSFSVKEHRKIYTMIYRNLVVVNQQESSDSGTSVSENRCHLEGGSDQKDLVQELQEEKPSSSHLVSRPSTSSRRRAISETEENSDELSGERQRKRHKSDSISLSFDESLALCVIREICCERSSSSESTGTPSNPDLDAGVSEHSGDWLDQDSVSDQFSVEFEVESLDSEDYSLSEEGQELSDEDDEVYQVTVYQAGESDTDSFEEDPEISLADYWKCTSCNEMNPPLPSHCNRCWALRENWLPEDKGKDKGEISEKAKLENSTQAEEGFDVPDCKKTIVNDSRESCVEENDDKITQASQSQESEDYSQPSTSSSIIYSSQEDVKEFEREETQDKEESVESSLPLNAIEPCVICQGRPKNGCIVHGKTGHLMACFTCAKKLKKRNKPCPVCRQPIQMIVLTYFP
TIM10 inh: TIM10 yeast growth inhibition | inhibition, % at 10 µM | S. cerevisiae TIM10 strain growth, BacTiter-Glo luminescence, 24 h | AID 463195 | 330,000 tested, 1.4% active;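 active means inhibition of 40% or more at the single tested concentration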;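 further: wild-type TIM10 isogenic control strain grown at permissive 25 °C; 0% = DMSO yeast wells and 100% = minimal medium wells without yeast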
NALP3 yeast inh: NALP3 inhibition in yeast. Yeast reconstituted NLRP3/ASC/caspase-1, beta-gal luminescence, 24 h. inhibition, % at 10 µM. 330,000 tested, 0.39% active;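 active means inhibition of 50% or more; inactive means inhibition below 50%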;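 further: plate controls were induced DMSO wells for no effect and uninduced yeast grown without galactose for full effect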
tim23-1 inh: inhibits growth of tim23-1 mutant yeast | S. cerevisiae tim23-1 growth, BacTiter-Glo luminescence, 24 h | inhibition, % at 20 µM | 330,000 tested, 1.3% active | AID 463212;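 active means growth inhibition of the mutant yeast at or above 50%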;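 further: temperature-sensitive mutant grown at 25 °C; plate controls were DMSO-treated mutant yeast for no effect and medium wells lacking yeast for full effect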
UPR CHOP act: apoptotic UPR (CHOP) activation; CHO-CHOP luciferase reporter, luminescence; percent of tunicamycin response over DMSO baseline; activation, % at 10 µM; 330,000 tested, 0.34% active; AID 449763;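 active means at 10 µM dose, activation of 40% or more, normalized to positive control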;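 further: 100% = tunicamycin at 10 µg/mL and 0% = DMSO alone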
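System: CHO CHOP reporter cells. Amount: 500 cells per well. Buffer or medium: F12 medium, 10% FBS. Compound dosing: one dose, 10 µM in 0.5% DMSO. Incubation: 6 h compound exposure at 37 °C after overnight seeding. Technique: Steady-Glo luciferase luminescence. Benchmarks: tunicamycin and DMSO controls.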
NR3A LBD binder: NR3A (human) ligand-binding domain modulation. NR3A LBD differential scanning fluorimetry, Tm shift; 0% = protein alone, 100% = glycine-bound protein. Tm shift relative to glycine control, % at 25 µM. 340,000 tested, 2.5% active. AID 1259313;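 active means melting temperature shift of at least 10% of the positive control shift, at one fixed dose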
Starred values were filed as active, the others as inactive; / = not tested or not shown.

SMILES	tim10-1 inh	UPR XBP1 act	APJ agonist	Mdm2-MdmX inh	TIM10 inh	NALP3 yeast inh	tim23-1 inh	UPR CHOP act	NR3A LBD binder
CC1(C)CC(=O)C=C(C(=O)N2CCCC(C(=O)c3cccc(Cl)c3)C2)O1 (centres undefined)	17	0	-1	5	5	6	7	0.2	-1
CC(C)(C)NC(=O)C(c1ccc(F)cc1)N(Cc1ccco1)C(=O)CCC(=O)Nc1ccccn1 (centres undefined)	0	3	-1	17	18	11	16	1.4	-1
COC(=O)c1sc(NC(=S)NC(=O)c2cccc(Br)c2)nc1C	8	-2	-2	7	2	21	19	3.9	-3
COc1cc(-c2nc(C(F)(F)F)c(OC)o2)cc(OC)c1OC	21	1	-3	-2	17	0	4	-1.1	2
Cc1c[nH]c2ccccc12	-8	-2	9	0	5	18	7	-0.8	-1
Cn1c(C(=O)N2CCCc3ccccc32)cc2c(=O)n3ccccc3nc21	34	-1	2	21	14	-9	27	1.9	/
O=C(c1cccs1)N1CCN(c2cccc(Cl)c2)CC1	12	-3	-3	28	2	31	26	4.1	-1
CC(C)Cc1nn2c(N)c(/C=C3\C=Nc4ccccc43)c(=O)nc2s1	-7	0	-2	1	0	17	18	-0.1	2
CC1(C)CC(=O)C=C(c2cccc(O)c2)C1	-9	2	0	-10	-8	33	17	0.8	0
CCCCn1c(-c2cccc3ccccc23)nc2cc3[nH]c(=O)c(C(C)C)nc3cc21	14	2	11	45	-3	3	-6	0.0	-10

Some of these compounds in order of number of heavy atoms, highest first.
SMILES	tim10-1 inh	UPR XBP1 act	APJ agonist	Mdm2-MdmX inh	TIM10 inh	NALP3 yeast inh	tim23-1 inh	UPR CHOP act	NR3A LBD binder
CC(C)(C)NC(=O)C(c1ccc(F)cc1)N(Cc1ccco1)C(=O)CCC(=O)Nc1ccccn1 (centres undefined)	0	3	-1	17	18	11	16	1.4	-1
CC(C)Cc1nn2c(N)c(/C=C3\C=Nc4ccccc43)c(=O)nc2s1	-7	0	-2	1	0	17	18	-0.1	2
COc1cc(-c2nc(C(F)(F)F)c(OC)o2)cc(OC)c1OC	21	1	-3	-2	17	0	4	-1.1	2
CC1(C)CC(=O)C=C(c2cccc(O)c2)C1	-9	2	0	-10	-8	33	17	0.8	0

Next part.
SMILES	tim10-1 inh	UPR XBP1 act	APJ agonist	Mdm2-MdmX inh	TIM10 inh	NALP3 yeast inh	tim23-1 inh	UPR CHOP act	NR3A LBD binder
Cc1ccc2oc(C(Cl)(Cl)Cl)cc(=O)c2c1	38	112*	9	74*	30	24	75*	6.7	1
CCS(=O)(=O)N1Cc2ccccc2CC1C(=O)Nc1nccs1 (centres undefined)	18	1	-3	-77	-10	-13	5	3.4	-3
COc1cccc2c(=O)n(CC(=O)NCCc3ccccc3)ccc12	-15	-1	-4	18	-2	-1	5	1.4	-1
Cc1c(NS(=O)(=O)N2CCCC2)c(=O)n(-c2ccccc2)n1C	9	1	-3	12	4	10	-23	-1.6	-2
Cc1cccc(C(=O)O/N=C2\CCSc3ccc(C)cc32)c1	28	5	-5	0	26	15	28	3.2	1
CN(C(=O)OCc1ccccc1)C(CC(N)=O)C(=O)O (centres undefined)	-18	-5	-4	15	-5	6	-7	-2.2	/
C=C1CCN([C@@H](Cc2ccccc2)C(=O)NCc2ccc(Cl)c(Cl)c2)S(=O)(=O)c2ccccc21	10	0	-3	4	-23	-4	-1	2.7	-5
Cc1c(C(=O)N2CCN(S(=O)(=O)c3ccc(F)cc3)CC2)oc2ccccc12	37	0	-4	18	9	-8	43	1.6	0
O=C(Cn1ncc(Cl)c(Cl)c1=O)c1ccc2c(c1)OCCO2	-34	-3	-1	100*	-27	46	58*	45*	-1
Cc1nnc(NC(=O)CCn2c(=O)oc3ccc(Cl)cc32)s1	-1	-5	-5	-2	-6	8	-11	0.3	-1

5 records picked at random from those above:
SMILES	tim10-1 inh	UPR XBP1 act	APJ agonist	Mdm2-MdmX inh	TIM10 inh	NALP3 yeast inh	tim23-1 inh	UPR CHOP act	NR3A LBD binder
Cc1c(NS(=O)(=O)N2CCCC2)c(=O)n(-c2ccccc2)n1C	9	1	-3	12	4	10	-23	-1.6	-2
O=C(Cn1ncc(Cl)c(Cl)c1=O)c1ccc2c(c1)OCCO2	-34	-3	-1	100*	-27	46	58*	45*	-1
Cc1c(C(=O)N2CCN(S(=O)(=O)c3ccc(F)cc3)CC2)oc2ccccc12	37	0	-4	18	9	-8	43	1.6	0
Cc1nnc(NC(=O)CCn2c(=O)oc3ccc(Cl)cc32)s1	-1	-5	-5	-2	-6	8	-11	0.3	-1
CN(C(=O)OCc1ccccc1)C(CC(N)=O)C(=O)O (centres undefined)	-18	-5	-4	15	-5	6	-7	-2.2	/

The listing continues.
SMILES	tim10-1 inh	UPR XBP1 act	APJ agonist	Mdm2-MdmX inh	TIM10 inh	NALP3 yeast inh	tim23-1 inh	UPR CHOP act	NR3A LBD binder
CCCNC(=O)C1(O)c2cc(Br)ccc2NC(=O)N1c1ccc(Cl)cc1 (centres undefined)	5	-3	-2	9	-1	4	10	-0.9	0
CCc1ccc(NC(=O)C2=CC(c3cccs3)=NS(=O)(=O)N2C)cc1	30	-3	-1	72*	26	3	21	1.4	-4
Cc1cc(=O)oc2cc(NC(=O)COc3cccc(C(F)(F)F)c3)ccc12	-5	2	-1	69*	-1	12	7	0.3	0
O=C(CSc1nnnn1-c1ccc(F)cc1F)Nc1ccccc1F	3	-6	-3	6	4	29	3	-2.4	-2
Fc1cccc2sc(N3CCCC3)nc12	-3	1	-3	-29	9	20	9	2.2	0
CN(C)CCNC(=O)c1coc(=O)c(Br)c1	0	1	-1	-16	4	12	8	0.9	1
Cc1ccc(CNC(=O)CCCCCNC(=O)N2CCn3c2nc2ccccc23)cc1	6	-8	-3	-12	-21	17	14	-2.0	-1
C[C@@]12C(=O)Nc3ccc(Br)cc3C(=O)N1[C@H]1c3ccccc3OC[C@@H]1[C@@H]2c1ccccc1	2	-4	-3	35	20	88*	61*	0.2	-4
O=[N+]([O-])c1ccc(Nc2nc(N3CCOCC3)nc(N3CCOCC3)n2)cc1	14	-2	3	23	13	16	19	-0.3	-4
CCOc1ccccc1NC(=S)N1CCC(NC(=O)NC23CC4CC(CC(C4)C2)C3)CC1	8	-3	-1	17	5	18	-1	-2.5	0
Cc1cccn2c(=O)c(/C=C(\C#N)C(N)=O)c(N3CCCCCC3)nc12	19	-1	-2	42	2	7	14	-1.3	-1
Cc1cc(N)ccc1S(C)(=O)=O	-4	1	-2	-14	2	-2	4	-1.4	0
C/C(CC(=O)Nc1ccc2c(c1)OCCO2)=N\NC(=O)c1ccccc1Cl	7	-3	0	19	0	8	9	1.6	0
Cc1c(N=C2SCC(=O)N2/N=C\c2ccc(Br)cc2)c(=O)n(-c2ccccc2)n1C	11	0	-3	6	17	19	22	1.1	0
COc1cc(C(=O)NC(c2ccccc2)c2ccccc2)cc(Cl)c1OC	4	-2	2	-5	1	11	12	0.4	-3
CCOc1cc(C(C(=O)NCC2CCCO2)N(C(=O)Cn2nnc3ccccc32)c2ccccc2OC)ccc1O (centres undefined)	21	3	-1	1	4	3	28	1.3	-1
COc1ccc(C(=O)n2nc(C#N)c(C#N)c2N)cc1	-12	-1	-1	-15	-4	18	-7	-0.7	0
Cc1ccc2c(c1)c(C)cc[n+]2Cc1ccccc1	3	2	0	0	6	15	-6	0.1	-9
Cc1cc(C(=O)N2CCC(Cc3ccccc3)CC2)no1	7	-1	2	26	-10	16	7	2.0	2
O=C(CN1CCCc2ccccc21)N/N=C/c1ccc(F)cc1F	12	1	-5	-8	-15	16	13	1.5	0
Cc1ccc(S(=O)(=O)N2CC3CCC2C3)cc1 (centres undefined)	-5	-1	-4	24	7	11	12	-1.7	0
O=C1CCN(CCc2ccccc2)CCN1[C@H](CSc1ccc(Br)cc1)c1ccccc1	15	-3	8	15	24	-3	30	-0.1	1
C=C(Br)CN1[C@@H](Cc2ccccc2)[C@H](O)[C@@]23C=C[C@@H](C[C@@H]2S1(=O)=O)O3	-5	-3	-2	2	-1	19	10	-1.8	0
Fc1ccccc1-c1cc2cc3c(cc2cn1)OCO3	-20	0	-1	-231	-9	57*	55*	3.7	3
NC(=O)c1cccn(Cc2ccc(C(F)(F)F)cc2)c1=O	8	-2	-4	11	5	8	0	-1.0	-1
COc1ccc(C(=O)Nc2nc3ccc(OC)cc3s2)cc1	-22	2	-2	-25	-5	26	15	6.6	32*
O=C(CNC(=O)c1ccc(F)cc1)c1ccc(Cl)cc1	-18	-3	-3	-53	-14	16	7	5.4	-2
COC(=O)c1ccccc1NC(=O)c1c(O)c2c([nH]c1=O)CCCC2	3	1	-5	56*	-5	9	-22	4.1	1
O=C(NCCO)/C(=C\c1ccco1)NC(=O)c1cccs1	5	-5	-2	40	-14	11	13	-2.9	-2
Cc1cc(Oc2ccc(Cl)cc2)nc(SCC(=O)c2ccccc2)n1	19	-2	-2	13	8	24	24	-1.1	3
COc1ccc(-c2csc(NC(=O)c3ccc(S(C)(=O)=O)cc3)n2)cc1	-37	1	0	-31	-5	-3	-8	2.8	-5
Cc1ccc(S(=O)(=O)N2CCCCC2)cc1C(=O)OCC(=O)NC(=O)NC12CC3CC(CC(C3)C1)C2	14	-1	-4	8	15	-6	23	-1.7	-4
CC(=O)c1ccccc1OC(=O)COc1ccc(Cl)cc1C	21	-3	-1	17	25	-4	54*	-2.7	4
Cc1cc(C(=O)CSc2nc(N)cc(=O)[nH]2)c(C)n1Cc1ccco1	-5	0	-3	22	-2	20	-12	0.9	-1

Printed as active in UPR XBP1 act, of those listed so far:
canonical_smiles,tim10-1 inh,UPR XBP1 act,Mdm2-MdmX inh,NALP3 yeast inh,NR3A LBD binder
Cc1ccc2oc(C(Cl)(Cl)Cl)cc(=O)c2c1,38,112*,74*,24,1
